Bioassay records deposited in PubChem BioAssay by Sanford-Burnham Center for Chemical Genomics.
APOBEC3A inh: human APOBEC3A DNA deaminase inhibition; 330,000 tested, 0.41% active; inhibition, % at 20 µM; P31941; recombinant A3A, FAM/TAMRA ssDNA deamination fluorescence;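 active means at least 40% inhibition at 20 µM here, with at most 30% in a related deaminase screen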;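 further: plate controls were A3A with DMSO for no effect and wells lacking A3A enzyme for full effect; some results filed as inactive read as strong as hits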
HKDC1 inh: HKDC1 (human) hexokinase inhibition | recombinant HKDC1, G6PDH/diaphorase resazurin coupled fluorescence | inhibition, % at 20 µM | 340,000 tested, 0.16% active | AID 493160;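 active means inhibition above about 35% when tested at 20 µM, limit read from the data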;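 further: plate controls were DMSO wells with enzyme for no effect and DMSO wells lacking enzyme for full effect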
Target sequence (Q2TB90 whole entry, looked up): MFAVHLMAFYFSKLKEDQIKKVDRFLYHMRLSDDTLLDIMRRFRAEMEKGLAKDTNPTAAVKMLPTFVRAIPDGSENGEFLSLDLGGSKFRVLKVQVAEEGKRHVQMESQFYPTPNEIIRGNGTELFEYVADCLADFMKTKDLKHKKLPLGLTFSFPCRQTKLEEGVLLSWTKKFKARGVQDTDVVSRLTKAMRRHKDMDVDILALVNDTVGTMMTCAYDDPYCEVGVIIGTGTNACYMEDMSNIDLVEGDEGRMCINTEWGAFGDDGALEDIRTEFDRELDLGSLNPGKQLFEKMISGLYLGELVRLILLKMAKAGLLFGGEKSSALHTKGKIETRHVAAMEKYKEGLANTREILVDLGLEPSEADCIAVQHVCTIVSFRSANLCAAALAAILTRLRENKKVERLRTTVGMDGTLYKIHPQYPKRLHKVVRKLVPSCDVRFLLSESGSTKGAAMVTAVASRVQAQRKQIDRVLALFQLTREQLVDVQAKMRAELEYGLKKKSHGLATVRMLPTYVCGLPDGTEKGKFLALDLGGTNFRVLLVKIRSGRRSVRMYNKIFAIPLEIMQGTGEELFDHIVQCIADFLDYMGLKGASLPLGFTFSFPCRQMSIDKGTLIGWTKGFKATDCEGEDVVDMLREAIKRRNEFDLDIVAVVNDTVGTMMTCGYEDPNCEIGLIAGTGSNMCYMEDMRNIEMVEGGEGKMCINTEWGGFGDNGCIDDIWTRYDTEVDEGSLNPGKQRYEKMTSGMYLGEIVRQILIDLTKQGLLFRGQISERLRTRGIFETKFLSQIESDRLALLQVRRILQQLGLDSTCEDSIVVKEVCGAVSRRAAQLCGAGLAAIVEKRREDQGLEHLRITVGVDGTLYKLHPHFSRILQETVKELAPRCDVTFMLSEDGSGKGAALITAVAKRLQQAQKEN
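Material – in-house recombinant HK5 (HKDC1) enzyme · Quantity – HKDC1 at 5 µg/mL · Buffer or medium – pH 8.0 Tris buffer with 10 mM MgCl2 · Reagent – glucose with 1 mM ATP · Dosing – single 20 µM dose · Times – reaction time 90 min, room temperature, protected from light · Technique – resorufin fluorescence at 613 nm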
mIAP act: mouse IAP activation. muIAP, CDP-Star luminescence, 30 min; hits give high values; 1 = vehicle-only enzyme signal, 0 = enzyme-free wells. activation factor at 10 µM. 330,000 tested, 0.24% active;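 active means activation factor of at least 2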; further: the source names both 10 and 20 µM as test concentration; values of inactives mirror those of a sister screen read the other way
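Assay system: mouse IAP enzyme; reagent: chemiluminescent substrate CDP-Star; dosing: test compounds delivered from DMSO solution; schedule: 30 min at room temperature; measured by: luminescence from enzymatic CDP-Star hydrolysis; controls: DMSO-only wells and no-enzyme negative control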
hIAP block: blocks human intestinal alkaline phosphatase. P09923. purified IAP, CDP-Star luminescence, 30 min. inhibition, % at 10 µM. 330,000 tested, 0.12% active. AID 2544;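 active means inhibition reaching a set limit with compound at 10 µM in the primary screen, cut at about 35% in these data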;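 further: plate controls were DMSO wells with enzyme for no effect and no-enzyme buffer wells for full effect; values of inactives mirror those of a sister screen read the other way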
ATG4B inh: inhibitors of human ATG4B cysteine protease. Q9Y4P1. ATG4B cleavage of LC3-PLA2, NBD-HPC fluorescence, 1 h. inhibition, % at 8.33 µM. 340,000 tested, 0.51% active. AID 504462; in the data active means inhibition above about 40%
PfGluPho inh: PfG6PD (Plasmodium falciparum) enzyme inhibition; inhibition, % at 20 µM; AID 504690; 350,000 tested, 0.78% active; PfGluPho enzyme, NADPH resazurin-diaphorase fluorescence;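 active means inhibition reaching at least a set limit at 20 µM in the primary screen, cut at about 59% in these data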;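 further: 0% = DMSO wells with substrate and 100% = DMSO wells lacking glucose-6-phosphate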
mIAP inh: mouse IAP inhibition | inhibition, % at 10 µM | 330,000 tested, 0.2% active | purified mouse IAP, CDP-Star luminescence, 30 min;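 active means inhibition of at least 40% at 10 µM in the primary screen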;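 further: plate controls were DMSO with enzyme for no effect and no enzyme wells for full effect; values of inactives mirror those of a sister screen read the other way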
hIAP act: human IAP activation. activation factor at 10 µM. purified human IAP, CDP-Star luminescence, 30 min; hits give high values; 1 = vehicle-only enzyme, 0 = enzyme-free background. AID 2524. 330,000 tested, 0.16% active. P09923;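 active means activation factor of the enzyme at least 2-fold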; further: the source names both 10 and 20 µM as test concentration; values of inactives mirror those of a sister screen read the other way
The depositor's hits bear a star; / = no result given. No enrichment for hits; about 2.4% have a hit in one of these screens.

#1 O=C(NCCc1ccc(Cl)cc1)c1ccc2[nH]c(=O)c(=O)[nH]c2c1
#2 O=C1NC(NS(=O)(=O)c2ccc(Cl)cc2)(C(F)(F)F)C(=O)N1Cc1cccnc1 (stereo not given)
#3 Cc1cccc(OCC(=O)Nc2ccc3oc(=O)ccc3c2)c1
#4 CCN(Cc1ccccc1)C(=O)COC(=O)c1c(C)nsc1NC
#5 O=C(O)CCSc1ccc([N+](=O)[O-])cc1[N+](=O)[O-]
#6 CCCN(CC(=O)Nc1ccccc1OC)C(=O)c1cccc(S(=O)(=O)NCc2ccccc2)c1
#7 N#CC1(c2ccccc2)CCC(=O)N1Cc1ccccc1 (stereo not given)
#8 Cc1ccc(CSc2nncn2-c2ccccn2)cc1

Screen / compound no.	1	2	3	4	5	6	7	8
APOBEC3A inh	-2.3	-2.7	3.1	-4.4	-1.8	-3.5	1.4	-1.2
HKDC1 inh	10.8	-9.1	-5.8	5.1	-2.9	-0.8	5.5	4.6
mIAP act	1.06	1.01	1.05	0.983	1	0.992	0.998	0.984
hIAP block	-100.2	5.3	-18.1	-0.5	0.2	3.2	-8.3	-6.5
ATG4B inh	-7.2	37.4	-16.2	-5.7	2.9	-7.2	2.6	-8.1
PfGluPho inh	8.3	-6.4	-2.4	2.0	5.0	1.6	-2.5	-9.6
mIAP inh	-5.7	-0.9	-5.2	1.7	-0.2	0.8	0.2	1.6
hIAP act	2*	0.947	1.18	1	0.998	0.968	1.08	1.06

#9 CCOC(=O)c1ccc(S(=O)(=O)NC2CCC(C)CC2)cc1 (stereo not given)
#10 Clc1ccc(/C=N\Nc2ccccc2)cc1
#11 O=C(O)c1cc(S(=O)(=O)N2CCCC2)ccc1Br
#12 Cc1ccc(NC(=O)c2nc[nH]c2C(=O)NC2CCN(C(=O)OC(C)(C)C)CC2)cc1
#13 O=C(Nc1ccccc1)NC1CCN(Cc2nnnn2C2CCCCC2)CC1
#14 O=C(NNc1cc(Cl)ccc1Cl)c1cccnc1Cl
#15 Cc1cc(=O)oc2c3c(cc(OCC(=O)NCCCn4ccnc4)c12)OC(C)(C)CC3
#16 CN(Cc1ccon1)C(=O)CC1C(=O)NCCN1CC(C)(C)C (stereo not given)

Screen / compound no.	9	10	11	12	13	14	15	16
APOBEC3A inh	-1.3	0.4	1.7	-1.0	-2.7	-5.2	-5.5	5.6
HKDC1 inh	4.3	-3.4	-8.4	-1.7	-5.1	4.6	4.2	0.8
mIAP act	0.982	0.928	0.996	1.03	1.41	1.05	1.01	1.06
hIAP block	11.3	1.8	19.9	-43.7	8.0	-5.9	21.4	2.5
ATG4B inh	4.1	-9.1	5.4	-5.1	-5.7	0.1	1.2	6.5
PfGluPho inh	-4.6	-1.8	-12.3	11.0	-0.1	-6.5	13.2	-23.9
mIAP inh	1.8	7.2	0.4	-3.3	-40.9	-5.1	-0.7	-6.1
hIAP act	0.887	0.982	0.801	1.44	0.92	1.06	0.786	0.975

#17 O=C(CN1CCN(S(=O)(=O)c2ccc(C(F)(F)F)cc2)CC1)N1CCNC1=O
#18 C=C(C)Cn1c(CCCNC(=O)CC)nc2ccccc21
#19 COc1ccc(-c2c(NC(=O)c3ccco3)oc3c(C)cccc3c2=O)cc1OC
#20 CCn1c(CSc2nc3ccccc3n2C)nc2ccccc21
#21 COc1ccccc1NS(=O)(=O)c1ccc(C)c(C(=O)NCc2cccnc2)c1
#22 O=C(/C=C/c1cccc([N+](=O)[O-])c1)Nc1cccc(NC(=O)c2ccco2)c1
#23 C=CCn1c(=S)[nH]c2cc(C(=O)Nc3ccc(F)cc3)ccc2c1=O
#24 S=C(c1ccc(-c2ccc(Cl)cc2)o1)N1CCCCC1

Screen / compound no.	17	18	19	20	21	22	23	24
APOBEC3A inh	-0.8	-3.5	-0.9	-0.1	-1.4	2.0	-2.6	-0.6
HKDC1 inh	-6.0	-13.8	5.9	2.1	-0.6	4.1	3.6	-4.4
mIAP act	1.07	1.06	0.986	1.1	1.04	0.941	0.929	0.823
hIAP block	-4.6	4.0	-7.4	-0.4	-6.0	4.0	8.8	10.3
ATG4B inh	6.2	-0.4	2.2	-5.4	4.0	-21.3	-5.0	6.8
PfGluPho inh	-5.5	-6.0	-6.1	33.2	-0.7	24.6	4.5	14.6
mIAP inh	-6.6	-6.3	1.4	-10.4	-4.4	5.9	7.1	17.7
hIAP act	1.05	0.96	1.07	1	1.06	0.96	0.912	0.897

#25 CC(C)C(NS(=O)(=O)c1ccccc1F)C(=O)OCC(=O)NCc1ccco1 (stereo not given)
#26 O=C(Nc1ccccc1)c1ccccc1N=Cc1ccccc1O
#27 O=S(=O)(Nc1nc2ccccc2nc1-[n+]1cccc(N=C([O-])c2ccccc2Cl)c1)c1ccccc1
#28 CCC(CO)(CO)N(CC(=O)Nc1ccc(OC)cc1)CC(=O)Nc1ccc(OC)cc1
#29 CC1(C)COC2(OC1)C(=O)N(CN1CCOCC1)c1ccccc12

Screen / compound no.	25	26	27	28	29
APOBEC3A inh	-1.7	0.0	-8.5	0.5	-4.2
HKDC1 inh	4.5	-5.4	/	-2.2	-10.0
mIAP act	0.929	1.01	0.93	0.987	0.886
hIAP block	0.9	-1.1	10.4	-13.9	14.6
ATG4B inh	-7.4	-0.2	/	-10.0	-8.2
PfGluPho inh	-1.4	6.7	/	11.0	0.3
mIAP inh	7.1	-1.1	7.0	1.3	11.4
hIAP act	0.991	1.01	0.896	1.14	0.854
